# M1AAP inhibition: P. falciparum M1AAP inhibitors, biochemical, fluorogenic H-Leu-NHMec substrate, 1536-well (AID 1445) | 220,000 compounds, 0.42% hits | recombinant M1AAP, H-Leu-NHMec fluorogenic kinetic assay; higher % means a stronger effect | one-dose inhibition, % at 30 µM; IC50 in µM for titrated hits;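 active = primary inhibition above the hit cutoff, then over 50% inhibition at one or more dose response concentrations, cut at about 23% in these data, passing the limit was not always enough; inconclusive = conflicting primary data, or primary hits not chosen for dose response; inactive = low primary inhibition, or under 50% at every dose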;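 note: plate controls were DMSO full reaction for no effect and no enzyme background for full effect; strong numbers were not always called active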
# Dynein cargo inh: blocks dynein driven cargo transport along microtubules; 3617.4 mouse cells, GR-EGFP nuclear translocation imaging; test concentration mostly 20 µM; stimulated with dexamethasone, 1 µM; hits give low values; 220,000 compounds, 0.47% hits; z-score, hits read low;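 active = plate z-score of nuclear minus cytoplasmic receptor signal below a set negative limit, without overly bright fluorescence or cell loss, cut at about -3.5 in these data, passing the limit was not always enough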;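 note: z-score of nuclear minus cytoplasmic ring GR-EGFP intensity difference per well; some compounds called inactive have numbers as strong as hits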
#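 Buffer or medium – tet-free medium with charcoal-stripped serum · Signal – automated 10x imaging of fixed Hoechst-stained cells · Also added – dexamethasone agonist, 1.0 µM final, for 30 min · Incubation – induction 48 h, compound 1 h, agonist 30 min · Read-out – GR-EGFP nuclear translocation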
# HEK293 NOD2/NF-kB: NOD2 signaling inhibitors, cell-based, luminescence, uHTS, HEK293 (AID 1566); HEK293 NOD2/NF-kB luciferase reporter, luminescence; higher % means a stronger effect; inhibition, % at 4 µM; hits with a dose series show EC50 in µM; 290,000 compounds, 0.63% hits; note: many of its hits are not listed in these tables
# AID2073: inhibitors of Mint1-CaV2.2 protein interaction, biochemical, HTRF (AID 2073). HTRF protein-protein interaction, Mint1-CaV2.2; higher % means a stronger effect. 290,000 compounds, 0.19% hits. inhibition, % at 20 µM; hits with a dose series show IC50 in µM; in the data active = inhibition mostly above about 51%, no sharp cut-off; inconclusive = no clear call, values can overlap the other calls; inactive = mostly below about 53%; note: some results filed as inactive read as strong as hits
# NOD1 inhibition: inhibition of NOD1-driven NF-kB reporter – cell-based, luminescence, uHTS, primary screen (AID 1578) | inhibition, % at 4 µM, or EC50 in µM where a hit was titrated | NOD1-driven NF-kB luciferase reporter cells, luminescence; higher % means a stronger effect | 290,000 compounds, 1% hits; in the data active = inhibition mostly above about 36%, no sharp cut-off; inactive = mostly below about 34%;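 note: HEK-293T reporter cells stimulated with the NOD1 agonist gamma-tri-DAP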
# KOR beta-arrestin-1: KOR antagonists, beta-arrestin recruitment, cell-based, luminescence, uHTS (AID 1778) | KOR beta-arrestin recruitment, luminescence, antagonist mode; higher % means a stronger effect | inhibition, % at 10 µM, or IC50 in µM where a hit was titrated | 290,000 compounds, 0.091% hits; note: strong numbers were not always called active
# GPR55 beta-arrestin: GPR55 agonists via beta-arrestin recruitment, primary screen, imaging, U2OS cells, beta-arrestin-GFP redistribution (AID 1961); U2OS GPR55 beta-arrestin-GFP redistribution imaging; higher % means a stronger effect; activation, % at 10 µM; hits with a dose series show EC50 in µM; 290,000 compounds, 0.048% hits;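 active = activation above 40% with more than 50 cells counted in the well; inconclusive = wells holding fewer than 50 cells, flagged as toxic or sparse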;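 note: U2OS osteosarcoma cells stably expressing GPR55 and beta-arrestin-GFP; plate controls were DMSO negative control for no effect and LPI positive control for full effect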
# KOR beta-arrestin-2: kappa opioid receptor activators – cell-based, luminescence, uHTS, primary screen (AID 1777). KOR beta-arrestin recruitment, luminescence; higher % means a stronger effect. one-dose activation, % at 10 µM; EC50 in µM for titrated hits. 280,000 compounds, 0.02% hits; in the data active = activation above about 50%, passing the limit was not always enough; note: a part of the inactive calls stands beside numbers as strong as those of hits
# P. falciparum M17LAP: P. falciparum M17LAP inhibitors, primary screen, biochemical, fluorogenic H-Leu-NHMec substrate, 1536-well (AID 1619); inhibition, % at 30 µM; hits with a dose series show IC50 in µM; 220,000 compounds, 0.38% hits; recombinant M17LAP, H-Leu-NHMec fluorogenic kinetic assay; higher % means a stronger effect;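 active = compound inhibiting the enzyme by more than half at any dose during confirmatory dose-response retesting; inconclusive = strong single-dose inhibitors picked by rank but not retested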;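 note: plate controls were full reaction with DMSO carrier for no effect and no enzyme background for full effect; strong numbers were not always called active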
# Dynein cargo inh cytoplasmic EGFP: further read-out of Dynein cargo inh, marked with its call; z-score; measured here: cytoplasmic GR-EGFP intensity; hits give high values
# Dynein cargo inh nuclear GR-EGFP: recorded beside Dynein cargo inh, whose call it bears; z-score; measured here: nuclear GR-EGFP intensity;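 lower value marks the stronger effect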
# Dynein cargo inh cell count: also measured in Dynein cargo inh; calls as there; z-score; measured here: cell count per field
# Starred values were filed as active, the others as inactive; ? = inconclusive; / = not tested or not shown; [ ] = another dose, or the depositor's remark. Cut-off read from the data, not from the text of the source, unless noted: active = inhibition above about 50%; inactive = the rest.
SMILES,M1AAP inhibition,Dynein cargo inh,Dynein cargo inh cytoplasmic EGFP,Dynein cargo inh nuclear GR-EGFP,Dynein cargo inh cell count,HEK293 NOD2/NF-kB,AID2073,NOD1 inhibition,KOR beta-arrestin-1,GPR55 beta-arrestin,KOR beta-arrestin-2,P. falciparum M17LAP
Cc1ccc(C2C3=C(CC(C)(C)CC3=O)Nc3n[nH]c(C)c32)cc1 (stereo not drawn),13%,-0.62,-0.23,-0.31,1.2,-13%,1%,-4%,-20%,-0.1%,2.4%,-44%
CC(=O)Oc1cccc(C(=O)Nc2ccccc2C(=O)N2CCCC2)c1,/,/,/,/,/,6%,8%,-43%,19%,-0.1%,0.2%,/
Cn1c2c(c(=O)n(C)c1=O)CN(Cc1ccc3c(c1)OCO3)CN2,3%,0.73,-0.23,0.51,0.56,-8%,-8%,-15%,-8%,-0.1%,-0.8%,10%
COC(=O)C1CC(O)CN1C(=O)Nc1cccc(C(F)(F)F)c1 (stereo not drawn),6%,-0.45,-0.16,0.075,0.44,-4%,-3%,-15%,-42%[20 µM],-0.1%,2.8%,6%
O=C(COC(=O)c1ccccc1Cl)Nc1nccs1,8%,0.72,-0.17,0.25,-0.89,-1%,2%,12%,-5%,-0.3%,-3.7%,13%
CCCc1cc(-c2[nH]ncc2-c2ccc3c(c2)OCCCO3)c(O)cc1O,3%,-0.82,-0.14,-0.42,-0.91,-57%,36%,18%,-7%,-0.1%,4.2%,8%
Cc1cccc2nc(Cn3c(=O)n(CCCC(=O)NCc4ccco4)c(=O)c4ccccc43)cc(=O)n12,15%,-0.28,-0.22,0.87,-0.59,12%,23%,54%,-16%,0.1%,5.1%,10%
CC(=O)Nc1ccc(NC(=O)CSc2nc(N)c(NC(=O)c3ccccc3F)c(=O)[nH]2)cc1,/,/,/,/,/,4%,26%,-18%,-11%,-0.2%,-1.2%,/
COCCCNC(=O)c1ccccc1NS(C)(=O)=O,4%,0.15,-0.25,0.33,-0.23,13%,?,-12%,-1%,0.2%,-4.5%,-1%
O=C(Cn1cnc2cc([N+](=O)[O-])ccc2c1=O)NCCc1ccc(Cl)cc1,4%,-0.66,-0.26,0.33,-0.079,15%,11%,-20%,9%[20 µM],-0.1%,-8.4%,0%
N#Cc1c(N)n[nH]c1CCCN,4%,-0.085,-0.29,0.33,1.3,-6%,3%,-36%,0%,0.0%,4.5%,-1%
FC(F)(F)c1ccc(Oc2ccc3c(C(F)(F)F)cc(C(F)(F)F)nc3n2)cc1,1%,0.092,-0.21,-0.19,0.36,0%,19%,-28%,2%,0.0%,-1.3%,7%

# Brought forward from above: five compounds, followed by the next part.
SMILES,M1AAP inhibition,Dynein cargo inh,Dynein cargo inh cytoplasmic EGFP,Dynein cargo inh nuclear GR-EGFP,Dynein cargo inh cell count,HEK293 NOD2/NF-kB,AID2073,NOD1 inhibition,KOR beta-arrestin-1,GPR55 beta-arrestin,KOR beta-arrestin-2,P. falciparum M17LAP
CC(=O)Nc1ccc(NC(=O)CSc2nc(N)c(NC(=O)c3ccccc3F)c(=O)[nH]2)cc1,/,/,/,/,/,4%,26%,-18%,-11%,-0.2%,-1.2%,/
COCCCNC(=O)c1ccccc1NS(C)(=O)=O,4%,0.15,-0.25,0.33,-0.23,13%,?,-12%,-1%,0.2%,-4.5%,-1%
O=C(Cn1cnc2cc([N+](=O)[O-])ccc2c1=O)NCCc1ccc(Cl)cc1,4%,-0.66,-0.26,0.33,-0.079,15%,11%,-20%,9%[20 µM],-0.1%,-8.4%,0%
N#Cc1c(N)n[nH]c1CCCN,4%,-0.085,-0.29,0.33,1.3,-6%,3%,-36%,0%,0.0%,4.5%,-1%
FC(F)(F)c1ccc(Oc2ccc3c(C(F)(F)F)cc(C(F)(F)F)nc3n2)cc1,1%,0.092,-0.21,-0.19,0.36,0%,19%,-28%,2%,0.0%,-1.3%,7%
CC(C)NC(=O)NC(=O)COc1c(F)c(F)cc(F)c1F,7%,2.4,-0.11,2.6,-1.7,-22%,15%,-27%,6%,-0.2%,-0.8%,-9%
O=C(O)C1CCC(CN(Cc2cccc(Br)c2)C(=S)Nc2ccccc2F)CC1 (stereo not drawn),-2%,-0.92,-0.17,-0.29,0.77,16%,-10%,-15%,-7%,-1.2%,3.6%,0%
Cc1nc(N2CCN(c3ccccc3)CC2)nc2c1C(=O)CC(c1ccccc1)C2 (stereo not drawn),-5%,-0.64,-0.23,-0.23,0.91,4%,30%,8%,-2%,-0.3%,-6.5%,10%
CCCCC12CN3CC(C)(CN(C1)C3c1ccc([N+](=O)[O-])o1)C2=O (stereo not drawn),-2%,0.69,-0.25,-0.022,-0.15,15%,-30%,0%,16%,0.0%,6.9%,41%
Nc1cc(-c2ccc(Cl)cc2)nn1S(=O)(=O)c1cccc2nsnc12,7%,1.1,-0.17,0.66,-0.58,6%,3%,12%,15%,-0.1%,-0.3%,21%
O=C(CSc1nnc(-c2ccco2)n1-c1ccccc1)NCCc1ccccc1,-5%,-0.35,-0.21,-0.11,-0.1,3%,36%,-18%,-8%,-0.3%,-0.2%,5%
C=CCn1c(SCC(=O)Nc2ccccc2F)nc2ccccc2c1=O,/,/,/,/,/,-4%,-3%,-26%,5%,-0.2%,-6.0%,/
Cn1c(O)c(N=NC(=N)N)c2ccccc21,8%,-0.32,-0.28,-0.19,0.22,10%,?,0%,18%,-0.1%,5.3%,20%
CN(C)CCCN(C(=O)c1ccc2c(c1)OCCO2)c1nc2ccc(Cl)cc2s1,/,/,/,/,/,-19%,13%,-31%,5%,-0.1%,0.7%,/
CN(C(=O)c1cc2c(=O)n3ccccc3nc2n1C)C1CCCCC1,/,/,/,/,/,-44%,?,-50%,0%,0.0%,-4.7%,/
CC(=O)C1=C(C)NC(=O)NC1c1ccc(OC2CCCC2)cc1 (stereo not drawn),0%,0.67,2.6,1.7,-1.4,-10%,6%,-16%,18%,0.2%,-3.8%,2%
Cc1c(NC(=O)CCCN2C(=O)c3cccc4cccc(c34)C2=O)c(=O)n(-c2ccccc2)n1C,9%,0.19,-0.24,-0.0019,0.51,-7%,1%,-34%,4%,-0.6%,0.1%,19%
C=CCn1c(N)c(C(=O)Nc2ccccc2)c2nc3ccccc3nc21,14%,0.062,-0.23,0.68,0.079,-9%,10%,/,-21%,-0.1%,4.6%,2%
COc1cccc(NC(=S)N(CCc2c(C)[nH]c3ccccc23)Cc2ccco2)c1,0%,-0.9,-0.22,0.21,0.69,-6%,-7%,-4%,5%,-0.3%,-1.5%,-6%
Cc1ccc(NC(=O)C(c2ccccc2)N(C)C)cc1Cl (stereo not drawn),3%,0.11,-0.23,-0.26,0.76,-12%,-12%,16%,0%,-0.2%,-3.8%,-7%
COC(=O)c1cc(=O)n(CCc2ccccc2F)c(=Nc2ccc(F)c(Cl)c2)s1,6%,-4*,0.78*,-2.3*,0.53*,-2%,2%,42%,28%,-0.1%,-0.6%,7%
CC1CCCN(C(=O)CNS(=O)(=O)c2cccs2)C1 (stereo not drawn),/,/,/,/,/,-9%,1%,23%,-22%,1.4%,2.8%,/
CN(Cc1ccccc1)C(=O)c1ccc2c(c1)OCCO2,2%,-0.2,-0.24,0.18,0.36,0%,5%,2%,-36%,1.0%,3.7%,-9%
Cc1cc(NS(=O)(=O)c2ccc(NC(=O)/C=C/c3ccccc3)cc2)no1,/,/,/,/,/,-14%,7%,-29%,-17%,-0.2%,-4.2%,/
Cc1cc(C)c2nc(N3C(=O)C(O)=C(C(=O)c4ccco4)C3c3ccco3)sc2c1 (stereo not drawn),/,/,/,/,/,6%,12%,8%,-7%,0.2%,-4.4%,/
CCOc1cc(N2CCOCC2)c(OCC)cc1NC(=O)c1ccc(=O)n(Cc2ccccc2)n1,/,/,/,/,/,24%,2%,-26%,15%,-0.2%,-6.0%,/
C/C(=N\NC(=O)Cc1c(C)[nH][nH]c1=O)c1cccc(Br)c1,3%,0.056,-0.16,0.69,-0.72,-2%,10%,-7%,-4%,-1.9%,1.7%,0%
O=C(NNC(=O)c1ccc[nH]1)Nc1cccc(C(F)(F)F)c1,19%,0.74,-0.26,0.31,0.36,-3%,-5%,-2%,-10%,0.2%,0.1%,15%
CCNC(=S)N1CCC(C(N)=O)CC1,1%,0.66,-0.19,0.81,-0.29,11%,-2%,4%,18%,1.5%,-3.2%,-2%
Fc1ccc(COc2ccccc2CNCc2ccncc2)cc1,-5%,-0.57,-0.19,0.27,-0.14,2%,-8%,-1%,13%,0.1%,2.2%,6%
CS(=O)(=O)Cc1ccc(C(=O)NC2CCSc3ccccc32)cc1 (stereo not drawn),/,/,/,/,/,4%,4%,-10%,-21%,-0.3%,-1.9%,/
O=c1[nH]c(SCc2ccc(Cl)cc2)nc2ccsc12,-1%,-0.41,-0.36,0.18,0.7,-103%,46%,-62%,19%,-0.4%,-4.3%,-6%
O=[N+]([O-])c1ccc(Oc2cccc(F)c2)c2ccncc12,0%,-0.59,0.026,-0.038,0.18,/,-5%,/,-29%,-0.2%,-1.3%,13%
O=C(NCCO)c1ccc2c(c1)S(=O)(=O)c1ccccc1C2=O,2%,-0.54,-0.38,-0.14,0.75,10%,7%,-27%,-18%,0.0%,-4.2%,2%
Nc1c(Cl)cc(Cl)cc1C(=O)OCC(=O)N1CCCC1,3%,-0.99,-0.3,-0.38,1,4%,22%,4%,42%,0.5%,6.1%,-93%
CCCc1cc(=O)c2c(O)cccc2o1,-5%,1.9,-0.24,0.92,-1.1,-2%,10%,-2%,-4%,-0.2%,-3.9%,-19%
CCCC(=O)N(CCN1CCOCC1)c1nc2c(C)ccc(C)c2s1,/,/,/,/,/,11%,2%,-10%,7%,-0.2%,-2.0%,/

# Compound activity from PubChem.

# This is a subset (hit frequency here may not be typical).
